Bioassay records as filed in PubChem BioAssay.
Polio RdRp inh: inhibitors of poliovirus RNA polymerase binding and polymerization; P03300; poliovirus polymerase elongation, fluorescence polarization; active compounds read low; % elongation, % (compound at 16.7 µg/mL); 0.66% of 150,000 active; AID 588519; in the data active means % elongation below about 90%; further: some results filed as inactive read as strong as hits
Target sequence (P03300 1749-2209 limits assumed): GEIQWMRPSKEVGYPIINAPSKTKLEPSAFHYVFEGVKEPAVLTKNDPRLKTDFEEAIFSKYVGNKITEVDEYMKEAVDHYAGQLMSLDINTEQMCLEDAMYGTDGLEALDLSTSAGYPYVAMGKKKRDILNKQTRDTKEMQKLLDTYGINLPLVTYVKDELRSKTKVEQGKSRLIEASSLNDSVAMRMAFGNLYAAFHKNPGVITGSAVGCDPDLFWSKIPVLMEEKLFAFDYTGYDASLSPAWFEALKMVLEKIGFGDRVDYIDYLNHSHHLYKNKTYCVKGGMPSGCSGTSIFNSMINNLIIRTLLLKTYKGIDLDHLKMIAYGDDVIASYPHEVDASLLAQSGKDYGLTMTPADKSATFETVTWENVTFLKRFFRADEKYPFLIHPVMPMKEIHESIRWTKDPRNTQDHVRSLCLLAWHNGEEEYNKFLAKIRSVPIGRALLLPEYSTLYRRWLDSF
Polio RdRp inh FP z-score: further read-out of Polio RdRp inh, marked with its call; z-score; measured here: FP z-score; hits read low
* marks the source's active call; other numbers are inactive results; & = joins results of further samples.

#	canonical_smiles	Polio RdRp inh	Polio RdRp inh FP z-score
1	CC(C)OC(=O)c1sc2nc3c(cc2c1N)C(=O)CCC3	104.0	0.5
2	Oc1ccc(/C=C/c2nc(-c3ccccc3O)n(-c3ccccc3)n2)c(O)c1	102.0	-1
3	CCOC(=O)c1sc(NC(=O)/C=C/c2ccc(C(C)C)cc2)c(C(=O)OCC)c1C	105.0	0.3
4	COc1ccccc1NC(=O)CN(c1ccc(C(C)C)cc1)S(=O)(=O)c1c(C)noc1C	106.0	0.3
5	C=CCNC(=O)c1cc(-c2ccccc2)on1	100.0	-0.6
6	O=C(CCCCCN1C(=O)C2C3C=CC(C3)C2C1=O)Nc1nccs1 (configuration not stated)	102.0	0.3
7	Cc1ccc(C)n1-c1oc(-c2ccco2)c(-c2ccco2)c1C#N	102.0	0.5
8	Cc1ccc(Cn2ccnc2SCC(=O)NCc2ccc(F)cc2)cc1	110.0	0.7
9	Cc1ccc(NC(=O)c2ccc(C)c(S(=O)(=O)N3CCCCCC3)c2)cc1	106.0	0.2
10	CCOc1ccc(OCCSc2nnnn2-c2ccccc2)cc1	101.0	0.1
11	Cc1ccccc1N(C)S(=O)(=O)c1ccc2[nH]cc(C(=O)NCCC(C)C)c(=O)c2c1	102.0	0.3
12	C=CCn1c(=N)n(CC(O)COc2cccc(C)c2)c2ccccc21 (configuration not stated)	99.0	-0.2
13	COc1ccc(S(=O)(=O)N(Cc2ccccc2)Cc2nc3ccccc3c(=O)[nH]2)cc1	104.0	0.4
14	Cc1ccc(C)c(-c2nnc(NC(=O)c3ccc(S(=O)(=O)N4CCc5ccccc54)cc3)o2)c1	101.0	-0.7
15	NCC(O)c1ccc(O)cc1 (configuration not stated)	104.0&101.0	0.5&0.4
16	COc1ccc(C)cc1NC(=O)N(Cc1ccc2c(c1)OCO2)C1CCN(Cc2ccccc2)CC1	112.0	0.3
17	COc1ccc(/C=N/n2cnc3c([nH]c4ccc(F)cc43)c2=O)cc1	100.0	-0.5
18	Cc1ccccc1Nc1nnc(SCC(=O)NC2CCC(C)CC2)s1 (configuration not stated)	112.0	0.4
19	O=C(NC1CCCC1)c1ccc(CS(=O)(=O)c2c(Cl)cccc2Cl)o1	100.0	-0.5
20	Cn1cc(S(=O)(=O)NCCc2ccccc2)c(=O)n(C)c1=O	105.0	1.1
21	CCOC(=O)c1c(C)cc(C)[nH]c1=O	101.0	-0.1
22	Cc1oc2nc[nH]c(=O)c2c1C(=O)OC(C)C(=O)N1CCOCC1 (configuration not stated)	103.0	0.1
23	COc1ccccc1OCC(=O)Nc1c(C(=O)c2ccc(F)cc2)oc2ccccc12	108.0	0.5
24	CC(CCC(=O)O)[C@H]1CCC2C3CC[C@@H]4C[C@H](O)CC[C@]4(C)C3CC[C@@]21C (some centres not stated)	101.0	0.4
25	Cc1nc2ccccn2c1-c1ccnc(SCC(=O)Nc2ccc(C(C)C)cc2)n1	107.0	0.7
26	O=C(CNC(=O)Nc1ccc(Cl)c(Cl)c1)NC1CC1	98.0	-0.6
27	O=C(CN1C(=O)S/C(=C\c2ccc(Cl)cc2)C1=O)Nc1cccnc1	102.0	-0.1
28	O=C(COc1ccc(Cl)cc1)Nc1c(-c2ccccc2)nc2sccn12	102.0	0.2
29	CC1CC(=O)c2cnc(N3CCOCC3)nc2C1 (configuration not stated)	98.0	-1.8
30	O=C(NCCS(=O)(=O)N1CCN(c2ccccc2)CC1)C(c1ccccc1)c1ccccc1	110.0	0.7
31	COc1ccc(CC(=O)N2N=C(c3ccncc3)CC2(O)C(F)(F)F)cc1 (configuration not stated)	101.0	0
32	CCOC(=O)C1CCC(CNC(=O)Nc2ccc3nc(N4CCN(C)CC4)cc(C)c3c2)CC1 (configuration not stated)	100.0	-0.4
33	CC1Cc2ccccc2N1S(=O)(=O)c1nnc(NC(=O)c2cccc(F)c2)s1 (configuration not stated)	108.0	0
34	CC1CCN(c2ccc(-c3nc(-c4ccccc4)no3)cc2[N+](=O)[O-])CC1	104.0	-0.7
35	Cc1c(NC(=O)Nc2ccccc2C(F)(F)F)c(=O)n(-c2ccccc2)n1C	104.0	-1.3
36	CCOc1ccc(CNC(=O)c2cnc3c(C)cccn3c2=O)cc1	109.0	0.5
37	CCOc1ccc2nc(C(=O)N3CCCC(C)C3)sc2c1 (configuration not stated)	105.0	1.4
38	O=C(CC1CC2CCC1C2)N1CCN(S(=O)(=O)c2ccc(F)cc2)CC1 (configuration not stated)	102.0	0.7
39	O=C(CCCC1=NS(=O)(=O)c2ccccc2N1)OCc1ccc(Cl)cc1	102.0	0.1
40	O=c1[nH]c(/C=C2\C=Nc3ccc(Br)cc32)c(O)n1Cc1ccc(Br)cc1	105.0	0.8
41	Cn1c(C(=O)NCCc2ccccc2)cc2cc(S(=O)(=O)N3CCCCC3)ccc21	111.0	0.6
42	COc1ccc(NC(=O)Cn2cnnn2)c(OC)c1	102.0	-0.1
43	O=c1c2c(-c3ccc(Cl)cc3)csc2ncn1-n1cccc1	100.0	-0.5
44	CN(CC(=O)Nc1ccccc1C(F)(F)F)C(=O)CSc1nnc(-c2ccccc2F)o1	105.0	0.3
45	C=Cc1ccc(Cn2c(=O)cc(C)c3c(C)nn(C)c32)cc1	116.0	2.4
46	CCN1CCC(N(Cc2ccc(F)cc2)C(=O)Nc2cc(Cl)ccc2C(=O)OC)CC1	115.0	0.7
47	Cc1ccc(C)c(Cn2c(=O)n(Cc3ccccc3)c(=O)c3c(C)c(C)sc32)c1	111.0	1.1
48	COc1ccc(C(CNc2ccc(C(F)(F)F)cn2)N(C)C)cc1OC (configuration not stated)	106.0	0.3
49	Cc1ccc(NC(=S)C(C#N)C(=O)N2CCC(C)CC2)c(C)c1 (configuration not stated)	107.0	0.5
50	CCNC(=O)N(Cc1nc(-c2ccc(C)cc2)no1)C1CCCCC1	102.0	-0.2
51	C=CCN1C(=O)C2C(C1=O)C1C=CC2C12CC2 (configuration not stated)	100.0	0
52	CCOC(=O)C12CCC(C(N)=O)(CC1)CC2	99.0	-0.6
53	CCOC(=O)c1ccc(NC(=O)/C(=C\c2ccco2)NC(=O)c2ccccc2Br)cc1	100.0	-0.1
54	NCCC12CC3CC(C1)CC(CCN)(C3)C2	101.0	0.3
55	Cc1ccc(N2CC(C(=O)OCC(=O)C(C)(C)C)CC2=O)cc1 (configuration not stated)	99.0	-0.9
56	O=C(CSc1n[nH]c(-c2ccncc2)n1)c1ccc[nH]1	106.0	0.3
57	COc1ccc(NC(=O)CSc2nncn3c2cc2occc23)c(OC)c1	107.0	0.1
58	CCc1ccccc1Nc1nn2c(=O)c3ccc(C(=O)NCCCOC(C)C)cc3nc2s1	100.0	-0.5
59	CC(=O)Nc1ccc(Nc2ccc3cc(S(=O)(=O)N4CCCCC4)ccc3n2)cc1	102.0	-1
60	O=C1Nc2ccccc2/C1=c1\sc2nc3ccccc3n2c1=O	99.0	-0.5

(next part)
#	canonical_smiles	Polio RdRp inh	Polio RdRp inh FP z-score
61	NC(=O)c1c(NC(=S)NC(=O)c2ccccc2Cl)sc2c1CCCC2	101.0	-0.1
62	COc1ccc(Cl)cc1NC(=O)c1nnn(CC(=O)Nc2c(C)cc(C)cc2C)c1N	105.0	0.9
63	Cc1cc(C)nc(NNC(=S)Nc2ccc(S(=O)(=O)N3CCOCC3)cc2)n1	108.0	0.7
64	COc1cc(-c2noc(CSc3nc(-c4ccc(F)cc4)cc(=O)[nH]3)n2)cc(OC)c1OC	105.0	-0.6
65	Brc1ccc(N=Cc2ccc[nH]2)cc1	101.0	0.3
66	O=C(O)c1c(F)c(F)c(F)c(F)c1Nc1cccc(C(F)(F)F)c1	103.0	0.7
67	CCN(CC)Cc1ccc(O)c2ncccc12	107.0	1.9
68	CCN(CC)c1ccc(/C=C2\CCC(/C=N/NC(=O)c3ccoc3C)=C2N2CCOCC2)cc1	44.0	-4.4
69	Cc1ccc(CN(C(=O)COc2ccc(Br)cc2)c2ccccn2)o1	109.0	0.2
70	CC(N)COc1ccc(Cl)cc1 (configuration not stated)	102.0	0.2
71	COc1ccc(S(=O)(=O)c2c(Nc3cccc(Cl)c3)sc(C(=O)c3ccccc3)c2N)cc1	106.0	-0.1
72	COc1ccc(CNCCSc2nnnn2-c2ccccc2)cc1	106.0	0
73	N#Cc1c(-c2ccccc2)nc(SCC(=O)NC2CCCCC2)[nH]c1=O	100.0	-0.8
74	Cc1ccc(C(=O)Oc2cc(-c3ccc4c(c3)OCO4)cc(=O)c3c(C)oc(C)c23)cc1	110.0	0.6
75	CCC1CN(C(=O)N2CCC(C(=O)N(C)Cc3ccccc3)CC2)c2ccccc2O1 (configuration not stated)	105.0	-0.3
76	COc1ccc(C2=N/C(=C/c3c(C)nn(-c4ccccc4)c3N3CCCCC3)C(=O)O2)cc1OC	108.0	0.5
77	COCCNC(=O)c1ccc(S(=O)(=O)N2CCC(C)CC2)cc1	106.0	0.7
78	CC(Sc1nnc(-c2c[nH]c3ccccc23)o1)C(=O)Nc1ccccc1 (configuration not stated)	101.0	-0.1
79	COc1cccc(=O)c2c(C)n(C)c(C)c12	108.0	0.7
80	Cc1nnc(SCC(=O)c2ccc3c(c2)NC(=O)CO3)n1C1CC1	95.0	-0.4

Compounds from the list above that have a COOH group (2):
#	canonical_smiles	Polio RdRp inh	Polio RdRp inh FP z-score
24	CC(CCC(=O)O)[C@H]1CCC2C3CC[C@@H]4C[C@H](O)CC[C@]4(C)C3CC[C@@]21C (some centres not stated)	101.0	0.4
66	O=C(O)c1c(F)c(F)c(F)c(F)c1Nc1cccc(C(F)(F)F)c1	103.0	0.7

Following part
#	canonical_smiles	Polio RdRp inh	Polio RdRp inh FP z-score
81	COC(=O)c1ccc2c(c1)N(CC(=O)Nc1ccc(C)cc1Cl)C(=O)c1ccccc1S2	107.0	0.2
82	C/C(=N\O)C(=O)NCc1cccnc1	103.0	0.3
83	O=C(c1ccccc1)n1nc(-c2ccco2)nc1NCc1cccs1	108.0	0.2
84	CCCN1C(=O)/C(=C/c2ccc(C(C)C)cc2)SC1=S	101.0	-0.1
85	Cn1c2c(c(=O)n(C)c1=O)C(O)(C(F)(F)F)C(=O)N2 (configuration not stated)	99.0	-0.2
86	COc1ccc(NC(=O)Cc2noc3ccc(C)cc23)cc1Cl	108.0	0.4
87	CC(NC(=O)C1CCC(=O)N1Cc1ccccc1Cl)c1ccc2c(c1)OCCO2 (configuration not stated)	101.0	0.3
88	CCCCc1nn2c(=O)cc(COC(=O)c3ccccc3C)nc2s1	104.0	-0.3
89	O=C(CN1C(=O)COc2ccc(S(=O)(=O)N3CCCCC3)cc21)NCc1ccc(F)cc1	104.0	0.2
90	CC(=O)N(c1ccccc1)c1nc(CSc2nnc(-c3ccc(Cl)cc3)o2)cs1	98.0	-0.2
91	CC(NC(=O)c1ccc(F)cc1Cl)C(c1cccs1)N1CCCC1 (configuration not stated)	104.0	1.4
92	O=c1cc(NCCc2ccccc2)c2ccccc2o1	103.0	0.4
93	CCCN1C(=O)/C(=N\OCC(=O)Nc2ccc3c(c2)OCO3)c2ccccc21	102.0	-0.3
94	CCOC(=O)c1ccc(Nc2nc3nonc3nc2NCc2ccco2)cc1	101.0	-0.1
95	O=C(CN1CCCCC1)N/N=C/c1ccc(Cl)cc1	101.0	-0.3
96	CCOC(=O)N1CCC(Nc2nc3ccccc3nc2NS(=O)(=O)c2ccc(Cl)cc2)CC1	100.0	-0.4
97	Cc1cccc(NC(=O)c2cccc(Br)c2)n1	104.0	0.2
98	COc1ccc(CNC(=O)C2CCN(S(=O)(=O)c3ccc(F)cc3)CC2)cc1	107.0	0.8
99	Cc1cc(C)c(OCC(=O)N/N=C/c2ccc(O)cc2O)c(Br)c1	102.0	0.1
100	O=C1/C(=C/c2cccs2)SC(=S)N1CCCC(=O)N1c2ccccc2Sc2ccccc21	102.0	0

Entries 81–82 from above:
#	canonical_smiles	Polio RdRp inh	Polio RdRp inh FP z-score
81	COC(=O)c1ccc2c(c1)N(CC(=O)Nc1ccc(C)cc1Cl)C(=O)c1ccccc1S2	107.0	0.2
82	C/C(=N\O)C(=O)NCc1cccnc1	103.0	0.3

(next part)
#	canonical_smiles	Polio RdRp inh	Polio RdRp inh FP z-score
101	CC(C(=O)N(C)c1ccccc1)N1CCN(c2ccc(C(F)(F)F)cn2)CC1 (configuration not stated)	103.0	0
102	CC1CN(c2nc(-c3ccccc3)nc3ccccc23)CC(C)O1 (configuration not stated)	101.0	0.1
103	CCOC(=O)CCc1c(C)nn(-c2ccc3nnc(C)n3n2)c1C	102.0	-0.4
104	CCOc1ccc(S(=O)(=O)Nc2ccc3c(c2)CCCN3S(=O)(=O)c2ccc(C)cc2)cc1	105.0	-0.1
105	COc1ccc(NC(=O)CCCc2nnc3n(CCC(C)C)c(=O)c4sccc4n23)c(OC)c1	117.0	0.2
106	CC(C)S(=O)(=O)c1csc(NC(=O)Nc2cc(C(F)(F)F)cc(C(F)(F)F)c2)c1Cl	103.0	-0.4
107	COc1ccc(S(=O)(=O)N2CCN(Cc3ccc4c(c3)OCO4)CC2)cc1C	108.0	0.6
108	CCc1nnc2c3ccccc3nc(Nc3cccc(C(=O)O)c3)n12	101.0	0.2
109	Cc1ccc(C(=O)OCCOc2ccccc2F)cc1	100.0	-0.5
110	O=C(NC1CC(=O)N(c2ccccc2)C1)C1CCCC1 (configuration not stated)	106.0	-0.1
111	COC(=O)NC(=Nc1c(C)cc(C)cc1C)C(F)(F)F	100.0	-0.9
112	c1ccc2c(c1)NC(c1ccncc1)n1c-2nc2ccccc21 (configuration not stated)	105.0	0.9
113	CCc1nc(NC(=O)NS(=O)(=O)c2ccccc2C(=O)OC)nc(OC)n1	103.0	0.3
114	C=CCn1c(COc2ccccc2F)nnc1SC(C)C(=O)NC(N)=O (configuration not stated)	101.0	-0.5
115	O=C(Nc1ccc(Cl)cc1)N1CCC(CN2CCCC2)CC1	109.0	-0.1
116	Cc1c2cnn(-c3ccccc3)c(=O)c2c(C)n1CCCC(=O)Nc1ccc(F)cc1F	103.0	-0.7
117	Cc1ccc(NC(=O)C(=O)NCC(c2cccnc2)N2CCN(C)CC2)cc1F (configuration not stated)	108.0	-0.1
118	Cc1nn(-c2ccc(Cl)cc2)c2sc(C(=O)NC(C)(C)CO)cc12	98.0	-0.3
119	O=C(Nc1ccc(I)cn1)c1ccc(-c2ccc(Cl)cc2)o1	102.0	1

Some of the compounds tested (hit frequency here may not be typical).
